Compound activity deposited in PubChem by Sanford-Burnham Center for Chemical Genomics.
mIAP act: mouse IAP activation; muIAP, CDP-Star luminescence, 30 min; hits give high values; 1 = vehicle-only enzyme signal, 0 = enzyme-free wells; 330,000 compounds, 0.24% hits; activation factor at 10 µM;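 active means activation factor of at least 2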; further: the source names both 10 and 20 µM as test concentration; values of inactives mirror those of a sister screen read the other way
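Assay system: mouse IAP enzyme / Compound: DMSO-dissolved test compounds / Timing: 30 min, room temperature / Measured by: luminescence from enzymatic CDP-Star hydrolysis / Control set: DMSO-only wells, enzyme-free buffer wells as negative control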
TIM10 inh: inhibits growth of TIM10 yeast strain. S. cerevisiae TIM10 strain growth, BacTiter-Glo luminescence, 24 h. inhibition, % at 10 µM. 330,000 compounds, 1.4% hits;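 active means inhibition of 40% or more at the single tested concentration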;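 further: wild-type TIM10 isogenic control strain grown at permissive 25 °C; 0% = DMSO yeast wells and 100% = minimal medium wells without yeast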
ATG4B inhibitor: blocks human ATG4B protease cleavage of LC3 substrate | Q9Y4P1 | AID 504462 | inhibition, % at 8.33 µM | 340,000 compounds, 0.51% hits | ATG4B cleavage of LC3-PLA2, NBD-HPC fluorescence, 1 h; in the data active means inhibition above about 40%
Target sequence (Q9Y4P1 whole entry, looked up): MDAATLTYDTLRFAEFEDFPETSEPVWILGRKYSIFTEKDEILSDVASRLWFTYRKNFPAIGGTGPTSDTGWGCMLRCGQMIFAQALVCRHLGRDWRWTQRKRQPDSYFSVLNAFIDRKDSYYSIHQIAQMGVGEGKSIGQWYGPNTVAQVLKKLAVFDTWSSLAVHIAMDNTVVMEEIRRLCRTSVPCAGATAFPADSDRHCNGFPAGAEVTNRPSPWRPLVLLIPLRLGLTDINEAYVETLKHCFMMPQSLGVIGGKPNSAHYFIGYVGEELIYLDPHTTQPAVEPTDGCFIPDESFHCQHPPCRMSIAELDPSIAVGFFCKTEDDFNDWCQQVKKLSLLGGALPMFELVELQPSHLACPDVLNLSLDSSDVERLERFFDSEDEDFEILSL
NLRP3 yeast inh: inhibitors of NALP3 inflammasome in yeast; Yeast reconstituted NLRP3/ASC/caspase-1, beta-gal luminescence, 24 h; inhibition, % at 10 µM; 330,000 compounds, 0.39% hits; AID 2825;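 active means inhibition of 50% or more; inactive means inhibition below 50%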;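 further: plate controls were induced DMSO wells for no effect and uninduced yeast grown without galactose for full effect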
tim10-1 inh: inhibits growth of tim10-1 mutant yeast; S. cerevisiae tim10-1 ts strain growth, BacTiter-Glo, 24 h; 330,000 compounds, 2.2% hits; inhibition, % at 20 µM;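 active means inhibition of at least 40%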;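 further: mutant grown at 25 °C; 0% = DMSO wells with yeast and 100% = wells holding no yeast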
hIAP act: increases human intestinal alkaline phosphatase activity; purified human IAP, CDP-Star luminescence, 30 min; hits give high values; 1 = vehicle-only enzyme, 0 = enzyme-free background; activation factor at 10 µM; 330,000 compounds, 0.16% hits; AID 2524;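 active means activation factor of the enzyme at least 2-fold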; further: the source names both 10 and 20 µM as test concentration; values of inactives mirror those of a sister screen read the other way
Target sequence (P09923 whole entry, looked up): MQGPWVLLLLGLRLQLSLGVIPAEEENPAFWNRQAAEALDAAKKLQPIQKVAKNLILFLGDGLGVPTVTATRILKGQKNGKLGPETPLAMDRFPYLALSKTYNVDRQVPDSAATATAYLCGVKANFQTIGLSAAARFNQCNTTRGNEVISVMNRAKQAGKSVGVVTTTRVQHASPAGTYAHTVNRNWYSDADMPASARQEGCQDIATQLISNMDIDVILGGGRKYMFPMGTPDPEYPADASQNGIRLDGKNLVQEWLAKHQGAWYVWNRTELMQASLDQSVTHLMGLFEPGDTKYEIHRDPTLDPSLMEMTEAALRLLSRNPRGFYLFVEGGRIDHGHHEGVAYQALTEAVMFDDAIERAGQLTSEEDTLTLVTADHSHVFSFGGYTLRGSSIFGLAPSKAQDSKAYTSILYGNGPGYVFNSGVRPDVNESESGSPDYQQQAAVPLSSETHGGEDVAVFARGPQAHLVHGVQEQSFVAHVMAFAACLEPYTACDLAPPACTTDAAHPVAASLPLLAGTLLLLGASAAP
Apaf1 inhib: inhibitors of human Apaf-1 apoptosome; O14727; reconstituted apoptosome caspase-3 activity, DEVD-Rh110 fluorescence; inhibition, % at 20 µM; 330,000 compounds, 0.71% hits; AID 489030; active means inhibition of at least 40% at 20 µM;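 further: plate controls were DMSO wells for no effect and DEVD-CHO caspase inhibitor wells for full effect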
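Material: reconstituted apoptosome with Apaf-1, cytochrome c, caspase-9, procaspase-3, dATP / Buffer or medium: pH 7.5 Hepes buffer with CHAPS, BSA, DTT / Also added: cytochrome c with DEVD-Rh110 / Schedule: compound with Apaf-1, dATP, procaspase-3 30 min, then 50 min reaction, room temperature / Technique: rhodamine 110 fluorescence at Ex 480/Em 540 nm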
mIAP block: mouse IAP inhibition | purified mouse IAP, CDP-Star luminescence, 30 min | inhibition, % at 10 µM | 330,000 compounds, 0.2% hits | AID 2806;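 active means inhibition of at least 40% at 10 µM in the primary screen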;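 further: plate controls were DMSO with enzyme for no effect and no enzyme wells for full effect; values of inactives mirror those of a sister screen read the other way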
hIAP block: blocks human intestinal alkaline phosphatase; purified IAP, CDP-Star luminescence, 30 min; inhibition, % at 10 µM; 330,000 compounds, 0.12% hits; AID 2544;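 active means inhibition reaching a set limit with compound at 10 µM in the primary screen, cut at about 35% in these data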;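 further: plate controls were DMSO wells with enzyme for no effect and no-enzyme buffer wells for full effect; values of inactives mirror those of a sister screen read the other way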
Active calls of the source: *; nt = no result given.

Start of the listing, in advance:
SMILES | mIAP act | TIM10 inh | ATG4B inhibitor | NLRP3 yeast inh | tim10-1 inh | hIAP act | Apaf1 inhib | mIAP block | hIAP block
C/C(=N\NC(=O)c1cc(-c2ccc(C)s2)nc2ccccc12)c1cccnc1 | 1.04 | 15.8 | -20.1 | 9.5 | 4.7 | 1.25 | 13.6 | -4.0 | -25.1
Cc1cc(OCCCn2ccnc2)cc(C)c1Cl | 0.975 | 6.2 | -0.8 | 20.7 | 18.6 | 0.858 | -6.5 | 2.5 | 14.2
NC(=O)C1CCN(C(=O)CCNS(=O)(=O)c2cc(Br)cnc2N)CC1 | 0.98 | 10.6 | 1.4 | 13.5 | -5.6 | 0.78 | 6.4 | 2.0 | 22.0

Results (from the top)
SMILES | mIAP act | TIM10 inh | ATG4B inhibitor | NLRP3 yeast inh | tim10-1 inh | hIAP act | Apaf1 inhib | mIAP block | hIAP block
C/C(=N\NC(=O)c1cc(-c2ccc(C)s2)nc2ccccc12)c1cccnc1 | 1.04 | 15.8 | -20.1 | 9.5 | 4.7 | 1.25 | 13.6 | -4.0 | -25.1
Cc1cc(OCCCn2ccnc2)cc(C)c1Cl | 0.975 | 6.2 | -0.8 | 20.7 | 18.6 | 0.858 | -6.5 | 2.5 | 14.2
NC(=O)C1CCN(C(=O)CCNS(=O)(=O)c2cc(Br)cnc2N)CC1 | 0.98 | 10.6 | 1.4 | 13.5 | -5.6 | 0.78 | 6.4 | 2.0 | 22.0
Cc1nnn(C23CC4CC(CC(C4)C2)C3)n1 | 1 | -19.2 | 11.3 | 12.8 | 16.4 | 0.954 | -15.2 | -0.2 | 4.6
O=C(CSc1nc(O)c(C2CCCCC2)c(=O)[nH]1)NCC1CCCO1 (stereo not given) | 0.867 | -1.6 | -2.2 | 0.1 | 5.0 | 1.04 | 4.0 | 13.3 | -3.7
CC(=O)NCC1CCCN(Cc2cn(-c3ccccc3F)nc2-c2cc(C)sc2C)C1 (stereo not given) | 1.02 | 3.9 | -2.7 | -1.7 | -1.8 | 1.05 | -2.9 | -2.3 | -5.4
COC(=O)c1ccc(C(=O)Nc2ccc(F)cc2)cc1 | 0.987 | -11.8 | -13.5 | 31.3 | -22.3 | 0.855 | -12.0 | 1.3 | 14.5
CCOC(=O)C1(Cc2cccc(F)c2)CCN(Cc2ccon2)CC1 | 0.994 | -1.4 | -6.5 | 17.2 | 10.5 | 1.03 | 3.2 | 0.6 | -3.2
COc1ccc(-n2c(Cc3cccn3C)nnc2SCC(=O)Nc2ccc(C(C)=O)cc2)cc1 | 0.997 | 13.7 | 4.0 | -0.2 | 19.3 | 1.11 | 0.2 | 0.3 | -11.5
O=C(Nc1ccon1)c1ccc(N2CCCCC2)c([N+](=O)[O-])c1 | 0.918 | 18.5 | -6.5 | 30.2 | 11.1 | 1.05 | 8.5 | 8.2 | -5.3
CN(CC1CCCO1)S(=O)(=O)c1ccc(C(=O)Nc2ccc3c(c2)OCO3)cc1 (stereo not given) | 1.03 | 35.1 | 0.1 | -13.7 | 27.8 | 0.835 | -13.6 | -2.7 | 16.5
COc1ccc(CCN=c2c([N+](=O)[O-])nn(-c3cccc(C)c3)n2O)cc1OC | 0.937 | 9.7 | 1.2 | 13.4 | 13.8 | 0.927 | -5.5 | 6.3 | 7.3
COc1ccc(N(C)S(=O)(=O)c2cccc(C(=O)NC3CCCCC3C)c2)cc1 (stereo not given) | 1.05 | 22.7 | 3.8 | -1.6 | 15.5 | 1.04 | 8.7 | -4.8 | -3.6
CCCN1CCN(CCCNC(=O)c2ccc3c(c2)NC(=O)c2ccccc2S3)CC1 | 0.903 | 9.7 | 2.2 | 1.9 | 10.2 | 0.97 | -3.3 | 9.7 | 3.0
CCCC(=O)Nc1sc(Cc2ccccc2)c(C)c1C(N)=O | 0.889 | 28.7 | -14.3 | 10.2 | 34.4 | 0.981 | 1.9 | 11.1 | 1.9
O=C(Cn1ncc2c([nH]c3ccccc32)c1=O)N1CCN(c2ccc(F)cc2)CC1 | 1.03 | -1.7 | -2.2 | 20.1 | -8.1 | 0.828 | 8.1 | -2.8 | 17.2
CCOC(=O)CNC(=O)C12CC3CC(CC(C3)C1)C2 | 1.05 | 1.7 | -1.5 | 18.7 | 11.5 | 0.962 | 5.5 | -4.9 | 3.8
Cc1nn(Cc2nnc(SCC(=O)Nc3cccc(C(F)(F)F)c3)n2C)c(C)c1[N+](=O)[O-] | 0.947 | 10.7 | 5.6 | 8.8 | 9.7 | 1.53 | 10.8 | 5.3 | -53.1
Cc1cccc(NC2=Nc3ccccc3N3C2=Nc2c(c(C)nn2-c2ccccc2)C3c2ccc(O)c(O)c2)c1 (stereo not given) | 0.801 | 11.1 | -6.1 | 11.3 | 6.1 | 1.3 | 22.6 | 19.9 | -29.9
CCC1(C)Cc2c(sc3c2c(=O)n(C)c2nnc(SCCc4ccccc4)n32)CO1 (stereo not given) | 0.99 | 14.3 | -1.0 | 19.8 | 13.3 | 1.02 | 19.0 | 1.0 | -2.5
Cc1nn(-c2ccc(F)cc2)c2sc(C(=O)OCC(=O)N3CCC(C)CC3)cc12 | 1.02 | 3.2 | -1.8 | 2.0 | 23.0 | 1.24 | 16.6 | -1.9 | -24.3
COc1ccc(-c2noc(CCC(=O)N3CCN(c4ccccc4Br)CC3)n2)cc1 | 1.15 | 22.1 | 15.1 | nt | 23.7 | nt | 22.9 | -9.2 | nt
O=C(NCC1(O)CCCCC1)C1CCC(=O)N(CCc2ccccc2)C1 (stereo not given) | 1.05 | 7.9 | 23.1 | 0.0 | 2.6 | 1.16 | -0.5 | -5.2 | -15.5
O=c1[nH]c(COc2ccccc2)nc2ccccc12 | 0.942 | 9.9 | 0.4 | 18.5 | -4.4 | 0.89 | -2.8 | 5.8 | 11.0
COC(=O)c1ccc(COc2ccc3c(C)c(C)c(=O)oc3c2)o1 | 0.894 | 8.7 | -7.2 | 32.6 | -2.6 | 1.01 | 6.7 | 10.6 | -0.9
COc1ccc(C2/C=C\CN(S(=O)(=O)c3ccc(C)cc3)CC(=O)N2Cc2ccc(F)cc2)cc1 (stereo not given) | 0.985 | 12.5 | -5.7 | 14.6 | 34.7 | 0.83 | 32.1 | 1.5 | 17.0
Cc1ccc(C2c3[nH]c4ccccc4c3C[C@H]3C(=O)N(c4ccccc4C(=O)NCCN4CCOCC4)C(=O)N23)cc1 (stereo not given in full) | 1.14 | 1.0 | -28.5 | -14.4 | 1.3 | 1.05 | 7.7 | -14.3 | -5.5
O=C(NCc1ccccc1)NC(O)C(Cl)(Cl)Cl (stereo not given) | 0.937 | 2.3 | 7.0 | 9.0 | 12.6 | 0.952 | -3.3 | 6.3 | 4.8
O=C1C=C(c2ccc3c(c2)OCO3)C[C@@H](c2ccc(F)cc2)C1 | 0.887 | 6.5 | -6.1 | -17.8 | 14.5 | 0.841 | 9.8 | 11.3 | 15.9
COc1c(C)cccc1C(=O)Nc1cc(Cl)ccc1N1CCOCC1 | 0.938 | 1.6 | -4.6 | 18.4 | 14.1 | 1.14 | 21.9 | 6.2 | -14.1
CCN(CC)C(=O)c1ccccc1NC(=O)c1ccccc1 | 0.952 | -1.8 | 5.4 | 5.9 | 2.3 | 1.04 | -1.6 | 4.8 | -3.7
O=C(CSc1cccc[n+]1[O-])c1ccc(Cl)cc1 | 0.966 | 1.2 | -18.6 | -0.8 | 14.6 | 0.895 | -9.2 | 3.4 | 10.5
O=C(CCN1C(=O)C2C3C=CC(C3)C2C1=O)Nc1c(F)cc(F)cc1Br (stereo not given) | 1.08 | 12.7 | -1.6 | 11.0 | 1.4 | 1.17 | -5.8 | -8.1 | -17.4
Cc1cc(C(=O)NC(C)C2CCCO2)no1 (stereo not given) | 1.05 | -1.3 | -19.6 | 7.4 | 6.8 | 1.05 | 5.6 | -5.1 | -5.3
CCN(CC)C(=O)Cn1cnc2ccccc2c1=O | 1.03 | 6.0 | 4.1 | -4.6 | 12.3 | 0.977 | -4.3 | -3.0 | 2.3
COc1ccc(NS(=O)(=O)c2ccc(O)c(C(=O)OCC(=O)N3CCCCC3)c2)cc1 | 0.991 | -1.7 | -4.3 | 12.3 | 3.7 | 1.01 | -9.0 | 0.9 | -0.7
CSCCC(NS(=O)(=O)c1ccc2c(c1)OCCO2)C(=O)N(C)Cc1ccc(C)cc1 (stereo not given) | 0.946 | 27.1 | 0.3 | -2.5 | 20.9 | 0.948 | 21.3 | 5.4 | 5.2
Cc1cccc(C)c1NC(=O)c1ccc(OCc2c(C)noc2C)cc1 | 1.15 | -5.6 | -7.2 | 9.3 | 3.9 | 1.02 | 4.9 | -14.8 | -1.9
O=C(CCNC(=O)c1ccccc1Cl)Nc1nc2ccccc2s1 | 0.986 | 12.2 | -7.7 | 25.2 | 0.0 | 1.06 | -4.0 | 1.4 | -5.7
COc1ccc(OC)c(C(=O)CN2C(=O)C(=O)N(C3CCCC3)C2=O)c1 | 0.929 | -12.9 | -11.3 | -1.3 | 4.2 | 0.963 | 5.6 | 7.1 | 3.7
Cc1nnc2n1N=C(c1ccccc1)CS2 | 1.01 | 12.4 | -5.0 | 6.8 | 8.6 | 1.07 | -4.3 | -0.6 | -6.7
COc1ccc(CN(C)C(=O)c2ccccc2Sc2ccccc2C#N)cc1OC | 0.931 | 15.9 | -6.6 | 1.3 | 25.8 | 1.17 | -1.4 | 6.9 | -17.3
COCCOC(=O)/C(C#N)=C/c1cn(Cc2ccccc2)nc1-c1cccnc1 | 0.946 | 23.3 | -5.3 | 8.7 | 24.9 | 0.985 | -3.9 | 5.4 | 1.5
CCCc1cc(=O)oc2cc(C)cc(OC(C)C(=O)NCc3cccnc3)c12 (stereo not given) | 0.916 | -4.3 | -8.4 | 3.6 | 2.3 | 1.12 | -1.0 | 8.4 | -12.3
C#CCN1CC(C)/C(=N/O)CC1C (stereo not given) | 1.06 | -1.4 | 7.7 | 8.2 | 2.7 | 1.15 | -1.1 | -6.2 | -14.8
COc1ccc(-c2nc3cc(C)ccn3c2NC(=O)c2ccccc2OC)cc1 | 1.01 | 23.7 | -4.2 | 4.9 | 17.3 | 1.12 | 11.2 | -0.6 | -11.7
O=C(NC1CC(=O)N(c2ccc3c(c2)OCCO3)C1)N1CCCCC1 (stereo not given) | 1.05 | 5.5 | 1.4 | 13.2 | 13.7 | 1.08 | 3.5 | -5.4 | -8.2
COc1ccc(-c2csc(NC(=O)C3CCN(C(=O)c4ccc(F)cc4)CC3)n2)cc1OC | 1.02 | 11.1 | -4.2 | 4.0 | 18.8 | 1.1 | 16.2 | -1.7 | -9.6
CCN(CC)CCCn1c2c(c(SCC(=O)N3CCCc4ccccc43)nc1=O)CCC2 | 0.96 | -1.3 | 7.9 | -3.3 | 5.5 | 1.18 | 7.0 | 4.0 | -17.6
Cc1nnc(NC(=O)CSc2nc3c(c(=O)n2CCc2ccccc2)SC(C)C3)s1 (stereo not given) | 1.11 | -20.7 | -16.0 | 1.6 | -0.9 | 1.12 | 8.0 | -11.4 | -11.9
O=C(NCc1ccc(F)cc1)c1nc(-c2cccs2)no1 | 0.982 | 21.2 | -5.1 | 30.0 | 31.8 | 0.986 | -4.6 | 1.8 | 1.4
Cc1ccc(C(=O)OCC(=O)Nc2cc(S(C)(=O)=O)ccc2Cl)cc1S(=O)(=O)N1CCCCC1 | 1.08 | 2.0 | -3.9 | 14.8 | 2.2 | 1.04 | 22.9 | -8.4 | -3.7
